ERK AVP inh: blocks ERK signaling stimulated by vasopressin; HEK293-V1b, vasopressin-stimulated pERK AlphaScreen; 0.99% of 72,000 active; Potency, µM (top dose mostly 57.5 µM), for inactives: top-dose activity, negative = inhibition, usual class: inhibitors; also: potency is read from the fitted curve at half-maximal effect; % is scaled to controls: 0 for no effect and ±100 for the full control effect; nearly all actives have a fitted effect of over 55% in size
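V1b-HEK293 cells; cpd 30 min 37C; 25 nM vasopressin 5 min; lyse 10 min; AlphaScreen beads 5 hr RT. Normalized to DMSO basal and 25 nM vasopressin; AC50 by Hill fit.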
CRE-bla Fsk: alters forskolin-stimulated CRE reporter signaling in CHO cells; CHO CRE-bla reporter (cAMP response element driving beta-lactamase), forskolin EC10, beta-lactamase ratio; Potency, µM (series often up to 38.2 µM), for inactives: at the highest dose activity change, negative = inhibition, actives largely listed as activators; 2.5% of 71,000 active; active = well fitted activation curve with a large enough effect in the signal ratio, with a control signal flat, not every such curve was filed as active; inconclusive = small, poorly fitted or top-dose-only effect, or effect the other way, or a change in a side signal; the % refers to the signal ratio; also: potency is read from the fitted curve at half-maximal effect; % of control where 0% means no effect
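CRE-bla CHO cells stimulated with EC10 NKH 477 (water-soluble forskolin) and compound titrations, 3 h at 37C; beta-lactamase read with CCF4 after 2 h at room temperature. Activity from 460/530 nm emission ratio, AC50 values for positive or negative modulation.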
Hsp90 Hop PPI: changes Hsp90-Hop TPR2A binding signal, up or down | AID 595 | 0.44% of 71,000 active | Potency, µM (top dose mostly 57 µM), without a hit: at the top dose activity change, negative = inhibition | AlphaScreen TPR2A-His6 binding biotin-Hsp90 C-terminal peptide; active = well fitted curve in either direction with a large enough effect; inconclusive = small, poorly fitted or top-dose-only effect, or another doubt; also: potency is read from the fitted curve at half-maximal effect; % is scaled to controls: 0 for no effect and ±100 for the full control effect; many of its hits are not listed in these tables
Luciferase inh: blocks Photinus pyralis firefly luciferase activity. purified firefly luciferase, luminescence, 8 min. Potency, µM (series often up to 57.1 µM), inactives show at the top dose activity change, negative = inhibition, usual class: inhibitors. 2.2% of 72,000 active; also: potency is read from the fitted curve at half-maximal effect; % is scaled to controls: 0 for no effect and ±100 for the full control effect; nearly all actives have a fitted effect of over 40% in size
Target sequence (P08659 whole entry, looked up): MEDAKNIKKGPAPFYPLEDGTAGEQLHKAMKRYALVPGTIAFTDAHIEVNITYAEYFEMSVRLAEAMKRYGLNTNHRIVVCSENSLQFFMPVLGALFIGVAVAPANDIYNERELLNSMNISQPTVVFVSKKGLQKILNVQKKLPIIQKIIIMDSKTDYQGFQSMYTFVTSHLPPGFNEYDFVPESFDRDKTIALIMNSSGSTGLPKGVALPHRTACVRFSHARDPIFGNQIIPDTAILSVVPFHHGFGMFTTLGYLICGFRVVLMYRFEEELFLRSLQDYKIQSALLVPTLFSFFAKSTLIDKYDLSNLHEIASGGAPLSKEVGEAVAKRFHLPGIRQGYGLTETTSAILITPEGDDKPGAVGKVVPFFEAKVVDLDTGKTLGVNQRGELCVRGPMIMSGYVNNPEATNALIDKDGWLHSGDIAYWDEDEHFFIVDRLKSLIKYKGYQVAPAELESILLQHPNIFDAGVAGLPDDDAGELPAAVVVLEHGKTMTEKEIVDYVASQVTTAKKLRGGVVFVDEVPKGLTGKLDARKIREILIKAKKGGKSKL
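qHTS concentration-response profiling: light output of P. pyralis luciferase with luciferin and 10 uM ATP, imidazole buffer pH 7.2. Read by luminescence after 8-min room-temperature incubation.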
HADH2 inhib: inhibitors of human HADH2 dehydrogenase. 3.4% of 73,000 active. recombinant HADH2, NADH fluorescence, beta-hydroxybutyryl-CoA. Potency, µM (titrated, usually from 57.1 µM), for the others: top-dose activity change, negative = inhibition, hits mostly inhibitors. AID 886. Q99714; also: potency is read from the fitted curve at half-maximal effect; % is scaled to controls: 0 for no effect and ±100 for the full control effect; nearly all actives have a fitted effect of over 60% in size; many of its hits are not listed in these tables
Target sequence (Q99714 whole entry, looked up, one chain of several): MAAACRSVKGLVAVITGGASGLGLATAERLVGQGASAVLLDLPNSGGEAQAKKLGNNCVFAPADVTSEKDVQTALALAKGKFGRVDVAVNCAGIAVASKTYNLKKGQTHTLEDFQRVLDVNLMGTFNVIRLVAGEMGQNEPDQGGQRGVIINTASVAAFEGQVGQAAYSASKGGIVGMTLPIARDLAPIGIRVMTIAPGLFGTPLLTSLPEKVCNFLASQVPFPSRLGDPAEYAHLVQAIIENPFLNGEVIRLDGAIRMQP
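20 nM HADH2 + cpd, 15 min RT; add 1 mM NAD+/90 uM beta-hydroxybutyryl-CoA; kinetic fluorescence 360/450 nm, 4 min. Tris-HCl pH 9.0, 0.01% Tween-20.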
Ub-GFP proteasome: ubiquitin-GFP accumulation via proteasome inhibition | Potency, µM (highest dose often 45.9 µM), for the others: top-dose activation (GFP accumulation), hits mostly activators | AID 526 | 67,000 tested, under 10 active | Ubiquitin-GFP reporter cells, proteasome inhibition, GFP fluorescence; response scale: untreated = 0%, 10 µM MG-132 = 100%; active = well fitted activation curve with a large enough effect, not every such curve was filed as active; inconclusive = small, poorly fitted or top-dose-only effect, or another doubt; inactive = no such curve, though single readings can be large or run the other way; also: potency is read from the fitted curve at half-maximal effect
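U2OS Ub(G76V)-GFP reporter; O/N plating, 0.5% FBS; cpd 46 uM–2.9 nM, 4 h, 37 °C; GFP+ cell count, 488/515 nm; norm. to basal vs 10 uM MG-132; CRC fit.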
Epigenetic mod: epigenetic modulators derepressing GFP locus in mouse cells; mouse C127i GFP locus derepression, cytometry, 30 h; Potency, µM (series often up to 46.1 µM), inactives show top-dose GFP derepression (activation); 0.09% of 68,000 active; AID 597; also: % of control where 0% means no effect
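Murine C127i mammary cells carrying a silenced, stably integrated CMV-driven GFP reporter were treated with compound for 30 hours at 37 C. After PBS washes, GFP-positive cells were counted by laser-scanning microplate cytometry.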
HBB splicing: hemoglobin beta splicing modulation. HBB splicing reporter cell assay, activation; EGFP reporter with mutant IVS2-654 intron; response scale: normalised to 500 nM splice-correcting PNA. AID 925. Potency, µM (titrated, usually from 46.1 µM), for inactives: top-dose activation, most hits filed as activators. 0.06% of 65,000 active; also: potency is read from the fitted curve at half-maximal effect; 0% is about no effect
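Compounds were applied for 2 days to HeLa EGFP-654 cells, 500/well in Optimem with 2% FCS. The reporter's EGFP is disrupted by mis-splicing of beta-globin intron IVS2-654. Readout: summed well GFP fluorescence from 488 nm laser scanning; reference was 500 nM antisense […] 654 PNA.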
Pol III holo inh: inhibitors of bacterial DNA polymerase III holoenzyme | reconstituted DNA polymerase III holoenzyme replication, biochemical | Potency, µM (titrated, usually from 57.1 µM), inactives show at the highest dose activity change, negative = inhibition | 0.25% of 71,000 active | AID 603; also: potency is read from the fitted curve at half-maximal effect; % is scaled to controls: 0 for no effect and ±100 for the full control effect
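Reconstituted *E. coli* holoenzyme (0.35 nM Pol III, 1 nM beta, 154 nM SSB, 2 nM primase) was preincubated with compound for 15 min at RT. Synthesis on 1.4 nM ssM13Gori ran 35 min, then was stopped with PicoGreen/EDTA and read as dsDNA fluorescence.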
Tau fil binding: binders of human tau filaments. P10636. recombinant tau filaments, thioflavin S fluorescence, 15 h; filaments grown with octadecylsulfate alongside compound. Potency, µM (highest dose often 57.1 µM), inactives show at the highest dose activity change, negative = inhibition. 2% of 71,000 active;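 also: potency is read from the fitted curve at half-maximal effect; % is scaled to controls: 0 for no effect and ±100 for the full control effect; actives lower thioflavin S fluorescence by blocking filaments or displacing dye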
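Quantitative HTS: thioflavine S signal from ODS-induced tau filaments, excited at 450 nm, emission 510 nm. Conditions: 1 uM tau, 30 uM ODS, 15 h at 37 C, pH 7.4.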
ALOX15 inhib: inhibitors of human 15-lipoxygenase (ALOX15). P16050. purified 15hLO-1, xylenol orange hydroperoxide absorbance. Potency, µM (titrated, usually from 57.1 µM), inactives show at the highest dose activity change, negative = inhibition, actives largely listed as inhibitors. 1.4% of 74,000 active. AID 887; also: potency is read from the fitted curve at half-maximal effect; % is scaled to controls: 0 for no effect and ±100 for the full control effect; nearly all actives have a fitted effect of over 55% in size
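Quantitative HTS in 25 mM Hepes pH 7.5 containing 0.01% Triton X-100: human 15hLO-1 at 40 nM, arachidonic acid at 50 uM, 6 min turnover. Product quantified via ferrous oxidation/xylenol orange, 573:405 nm absorbance ratio.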
Active calls of the source: *; i = inactive; ? = inconclusive; . = not tested or not shown; & = joins results of further samples; [ ] = another dose, or the depositor's remark. Unless noted, calls follow the shape of the dose curve; as a rule, active = well fitted curve in the direction sought with a large enough effect; inconclusive = small, poorly fitted or top-dose-only effect, or another doubt; inactive = no such curve, though single readings can be large; an effect the other way counts as inactive or inconclusive. This is a subset, so the mix of outcomes need not match the whole.

SMILES	ERK AVP inh	CRE-bla Fsk	Hsp90 Hop PPI	Luciferase inh	HADH2 inhib	Ub-GFP proteasome	Epigenetic mod	HBB splicing	Pol III holo inh	Tau fil binding	ALOX15 inhib
CCN(CCCNC(=O)C1CCCN(S(=O)(=O)CC)C1)c1cccc(C)c1 (centres undefined)	-16%	-7%	-20%	2%	1%	-9%	-1%	-1.8%	-3%	4%	5%
COc1cccc(-n2nnc3c(=O)n(CC(=O)N4CCC(Cc5ccccc5)CC4)cnc32)c1	-3%	-16%	-1%	3%	6%	7%	0%	2.2%[1.84 µM]	0%	14%	-5%
Cc1ccc(S(=O)(=O)N2CCCCC2C(=O)NCc2ccco2)cc1 (centres undefined)	2%	?	-14%	3%	-15%	0%	0%	-14%	-2%	1%	-16%
CN(C)c1cccc2c(S(=O)(=O)Nc3ccccn3)cccc12	1%	?	-1%	1%	-13%	-1%	0%	-0.1%[57.5 µM]	-2%	13%	-1%
O=C(O)C1Cc2c([nH]c3ccccc23)C(c2ccc3c(c2)OCO3)N1 (centres undefined)	-28%	?	-8%	0%	-17%	-5%	-1%	-7.5%	0%	112%	13µM*
CCOC(=O)N1CCN(C(=O)CN(c2cccc(C)c2)S(=O)(=O)c2ccccc2)CC1	-5%	0%	-4%	-1%	-6%	26%	?	0.8%[9.22 µM]	-5%	-21%	-2%
CN(C)S(=O)(=O)N(CC(=O)Nc1ccccc1C(F)(F)F)c1ccccc1	-3%	-2%	2%	1%	-14%	0%	-3%	-0.8%	-23%	1%	-25%
CC(=NCc1ccco1)c1c(O)n(C2CCCCC2)c(=O)[nH]c1=O	-16%	?	-3%	1%	-4%	7%	-2%	1.1%[1.84 µM]	-2%	-10%	-10%
CC(C)(C)C1CCC(OC(=O)c2ccncc2)CC1 (centres undefined)	14%	6%	2%	5%	0%	4%	0%	-0.4%	-1%	3%	7%
Cn1nc(C(=O)NCC2CCCO2)c2ccccc2c1=O (centres undefined)	-18%	14%	-3%	-1%	-3%	0%	-6%	-1.8%	2%	-2%	-2%
CC(=O)Nc1cccc(NC(=O)CSc2nnc(Cc3cccn3C)n2CCc2ccccc2)c1	2%	-6%	-5%	1%	3%	0%	4%	-0.1%	-1%	4%	7%
COCCn1c(=O)c(-c2cccs2)nc2cnc(Oc3cccc(Cl)c3)nc21	36%[activator]	?	?	1%[11.4 µM]	78%[activator]	0%	6%[9.22 µM]	0.3%	0%	110%	-17%
COc1cccc(CNCC(=O)N2C(C)CCCC2C)c1 (centres undefined)	-2%	8%	-2%	6%	1%	3%	-2%	0.2%	-2%	-14%	5%
COc1ccc(-n2c(C)c(C(C)=O)c(C(C)=O)c2C)cc1OC	32µM*	?	-23%	-2%	-8%	1%	0%	-2.0%	-5%	-28%	-13%
COc1ccc(S(=O)(=O)N2CCC(C(=O)Nc3ccccc3C)CC2)c2cccnc12	?	-19%	-13%	1%	?	12%	0%	-0.7%	-3%	-6%	-11%
CCn1cc(C(=O)OCc2cccc(Br)c2)c(=O)c2ccc(C)nc21	-4%	?	-3%	0%	-4%	-5%	4%	3.2%	2%	144%	-17%
O=S(=O)(NC1CC1)c1cccc(S(=O)(=O)N2CCCC2)c1	6%	-1%	-1%	-1%	9%	-1%	0%	.	-4%	3%	3%
CCOC(=O)N1CCN(S(=O)(=O)c2cc(Br)cc3c2N(C(=O)C2CC2)CC3)CC1	-22%	9%	-6%	2%	4%	-3%	4%	0.4%	-5%	-4%	-14%
CCOC(=O)CS(=O)(=O)c1nc(-c2ccccc2)cc(C(F)(F)F)n1	?	?	-2%	-3%	20µM*	-9%	-3%	-0.6%	-1%	20µM*	-20%
O=c1[nH]c(=O)n(CCOc2ccc(Cl)cc2)cc1Br	9%	7%	-2%	0%	-3%	0%	2%	-1.0%	-2%	10%	6%
Cc1cccc(-c2c3c(=O)n(C)c(=O)n(C)c3c3cccnn23)c1	-22%	?	-1%	1%	6%	-5%	5%	.	-7%	-28%	2%
CCS(=O)(=O)N1CCN(CC2CC3C=CC2C3)CC1 (centres undefined)	-11%	4%	2%	-3%	1%	-4%	-2%	0.8%	-5%	26%	-2%
CCN1CCCC1CNC(=O)Cn1cccc1C(=O)c1ccccc1 (centres undefined)	5%	-8%	2%	2%	1%	10%	1%	0.0%	-2%	-12%	-3%
Cc1cc(Cl)cc2c1NC(=O)[C@]21[C@@H]2C(=O)N(Cc3ccccc3)C(=O)[C@@H]2[C@@H]2CCCN21	?	-14%	-17%	-2%	-23%	-13%	3%	-0.8%	-1%	25µM*	?
O=C(CCCCCN1C(=O)c2ccccc2C1=O)NCc1ccco1	-6%	-2%	-2%	-1%	0%	1%	0%	.	-5%	3%	1%
COc1ccc(N(CC(=O)N2CC=C(c3ccccc3)CC2)S(=O)(=O)c2c(C)noc2C)cc1	-7%	-5%	-6%[2.3 µM]	-2%	3%	-13%	.	0.3%	4%	60%	-10%
COc1cc(C2C3=C(CC(C)(C)CC3=O)Nc3c2c(=O)[nH]c(=O)n3Cc2ccccc2)ccc1O (centres undefined)	-18%&0%	?	-2%&-1%	4%&1%	?	-4%&2%	-2%&6%	3.5%&-0.8%	2%&3%	i	-6%&-8%
CCOC(=O)C1CCCN(CC(=O)Nc2c(C(=O)OC)[nH]c3ccc(C)cc23)C1 (centres undefined)	-10%	11%	0%	-1%	?	1%	-4%	2.4%[1.84 µM]	-1%	-16%	-4%
Clc1ccccc1-c1nc(Nc2ccncc2)c2ccccc2n1	-27%	?	1%	3%[2.29 µM]	10%	7%	-3%[9.22 µM]	3.1%	0%	6%	3%
O=C(NCCC1=CCCCC1)C1CCCN(S(=O)(=O)c2cnc[nH]2)C1 (centres undefined)	3%	-4%	?	-1%	13%	-12%	-3%	-0.3%	4%	-13%	-13%
O=C(Cn1cnc2c(nnn2Cc2ccc(Cl)cc2)c1=O)N1CCN(c2ccccc2)CC1	.	-16%	-3%	2%	6%	-1%	.	-1.3%	-5%	16%	-9%
CCc1cc2c(=O)c(-c3nc4ccccc4[nH]3)coc2c(CN2CCCC(C)C2)c1O (centres undefined)	-15%	-1%	-3%	-6%	0%	15%	-2%	0.2%	0%	4%	6%
CCOC(=O)c1sc2nc(SCC#N)n(CC3CCCO3)c(=O)c2c1C (centres undefined)	-9%	15%	-7%	0%	9%	6%	-2%	-0.9%	-5%	15%	1%
O=C(NCCN1CCOCC1)c1cc(-c2cccs2)on1	19%	?	-3%	-1%	-5%	7%	2%	-2.4%	-8%	10%	3%
COc1ccc(N2CC(C(=O)NCCCN3CCOCC3)CC2=O)cc1 (centres undefined)	-7%	?	-5%[11 µM]	2%	-2%[11.4 µM]	-14%[9.17 µM]	-4%	2.4%[0.0738 µM]	-6%[11.4 µM]	0%[11.4 µM]	5%[11.4 µM]
CCc1ccccc1NS(=O)(=O)c1ccc2[nH]cc(C(=O)NCC3CCCO3)c(=O)c2c1 (centres undefined)	14%	?	-1%	0%	-13%	-9%	-3%	0.6%	-2%	3%	-9%
OCCO	7%	-2%	-3%	.	0%	.	.	0.6%	-6%	-2%	-5%
O=C(NCc1cccnc1)c1ccc2c(c1)OCO2	0%	-2%	-3%	2%	2%	5%	-2%	.	-6%	-5%	7%
N[C@H](CCCC(=O)O)C(=O)O	4%	-5%	4%	-11%	-9%	3%	-1%	1.3%	6%	-8%	-5%

Pulled by structure from the list above:
SMILES	ERK AVP inh	CRE-bla Fsk	Hsp90 Hop PPI	Luciferase inh	HADH2 inhib	Ub-GFP proteasome	Epigenetic mod	HBB splicing	Pol III holo inh	Tau fil binding	ALOX15 inhib
O=C(Cn1cnc2c(nnn2Cc2ccc(Cl)cc2)c1=O)N1CCN(c2ccccc2)CC1	.	-16%	-3%	2%	6%	-1%	.	-1.3%	-5%	16%	-9%
CCOC(=O)c1sc2nc(SCC#N)n(CC3CCCO3)c(=O)c2c1C (centres undefined)	-9%	15%	-7%	0%	9%	6%	-2%	-0.9%	-5%	15%	1%
